Screening data (PubChem BioAssay)
SMARCA2 activ: SMARCA2 (BRM) function activators, primary screen, cell-based, luminescence, high throughput | MG213 cells, MMTV-luciferase reporter, dexamethasone, overnight | 370,000 compounds, 1% hits | activation, % at 9.1 µM; in the data active = activation above about 7.8%;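 also: 0% = vehicle wells and 100% = reference activator wells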
GAA850 FXN act: FXN promoter activators, primary screen, cell-based, luciferase luminescence, HEK293 lucGAA850; HEK293 lucGAA850 FXN promoter luciferase reporter, 24 h; percent of 10 µM SAHA response; activation, % at 6 µM; 360,000 compounds, 0.56% hits; AID 540364, 2011;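 active = activation above the average of all compounds screened plus 3 SD, cutoff fixed separately per campaign, cut at about 7.5% in these data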;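 also: 0% = DMSO wells and 100% = 10 µM SAHA wells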
NPR1 activator: GC-A stimulated cGMP production enhancers – HEK293 GC-A cells, cGMP TR-FRET, EC30 ANP, primary screen | Atrial natriuretic peptide receptor 1 (Homo sapiens), P16066 | activation, % at 10 µM | 0% at EC30 ANP, 100% saturating ANP | 370,000 compounds, 0.14% hits; in the data active = activation above about 40%
HGIII-sPLA2 inh: human group III sPLA2 inhibitors, primary screen, biochemical, QFRET, BODIPY PC-A2 liposome substrate. AID 743126, 2013. 370,000 compounds, 0.56% hits. inhibition, % at 12.2 µM. QFRET BODIPY PC-A2 liposome hydrolysis, fluorescence. Group 3 secretory phospholipase A2 (Homo sapiens), Q9NZ20;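 active = inhibition above mean plus 3 SD of compounds lying within the high and low control bounds, cut at about 19% in these data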;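 also: 0% = median of test compound wells and 100% = no enzyme DMSO wells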
Target sequence (Q9NZ20 whole entry, looked up): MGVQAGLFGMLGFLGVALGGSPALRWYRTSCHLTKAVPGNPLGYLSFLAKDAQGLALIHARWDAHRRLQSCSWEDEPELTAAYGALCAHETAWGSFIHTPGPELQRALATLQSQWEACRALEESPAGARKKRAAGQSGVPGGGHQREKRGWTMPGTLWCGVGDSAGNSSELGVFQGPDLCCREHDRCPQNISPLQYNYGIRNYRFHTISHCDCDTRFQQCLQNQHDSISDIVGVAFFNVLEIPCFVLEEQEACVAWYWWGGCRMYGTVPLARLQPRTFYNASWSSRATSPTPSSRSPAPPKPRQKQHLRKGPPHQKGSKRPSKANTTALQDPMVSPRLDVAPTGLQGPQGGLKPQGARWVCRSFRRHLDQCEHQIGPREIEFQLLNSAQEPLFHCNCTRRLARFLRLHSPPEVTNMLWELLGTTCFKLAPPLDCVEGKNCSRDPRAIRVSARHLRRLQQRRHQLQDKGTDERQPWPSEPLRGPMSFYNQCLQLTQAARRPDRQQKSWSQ
DAX1 inh-1: DAX1 (NR0B1) inhibitors, primary screen, cell-based, HEK293, Gal4-DAX1, luciferase luminescence; Nuclear receptor subfamily 0 group B member 1 (Homo sapiens), P51843; HEK293 Gal4-DAX1 luciferase reporter; inhibition, % at 6.75 µM; 340,000 compounds, 0.99% hits; AID 504766, 2011;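 active = inhibition above the mean over all tested compounds plus 3 SD, cut at about 4.2% in these data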;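 also: 0% = DAX1-transfected cells with DMSO and 100% = empty-vector control cells with DMSO; inhibition shows as a rise in luminescence from relieved DAX1 repression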
Target sequence (P51843 207-470 limits assumed): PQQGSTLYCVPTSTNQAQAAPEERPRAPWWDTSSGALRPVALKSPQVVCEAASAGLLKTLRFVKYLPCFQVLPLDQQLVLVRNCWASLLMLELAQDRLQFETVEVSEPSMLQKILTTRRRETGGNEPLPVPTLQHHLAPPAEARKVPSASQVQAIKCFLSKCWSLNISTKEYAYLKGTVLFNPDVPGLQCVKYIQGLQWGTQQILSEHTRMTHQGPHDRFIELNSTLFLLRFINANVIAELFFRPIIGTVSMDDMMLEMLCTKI
KLK7 zymogen act: proKLK7 zymogen activators, primary screen, biochemical, fluorescence intensity. Kallikrein-7 (Homo sapiens), P49862. purified proKLK7, EDANS-DABCYL substrate fluorescence; 100% is mature enzyme control, 0% vehicle. activation, % at 7 µM. 370,000 compounds, 0.9% hits;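 active = activation above the mean of all tested compounds plus 3 SD, computed per campaign excluding outliers beyond control limits, cut at about 13% in these data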
Target sequence (P49862 whole entry, looked up): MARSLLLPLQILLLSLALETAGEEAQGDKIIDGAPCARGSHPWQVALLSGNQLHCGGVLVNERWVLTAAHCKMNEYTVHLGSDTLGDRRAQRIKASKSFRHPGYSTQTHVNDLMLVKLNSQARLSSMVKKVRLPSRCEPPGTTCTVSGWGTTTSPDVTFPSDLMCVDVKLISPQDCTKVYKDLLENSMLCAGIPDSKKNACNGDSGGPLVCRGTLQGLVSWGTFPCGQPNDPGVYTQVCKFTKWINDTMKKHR
DAX1 inh-2: DAX1 (NR0B1) inhibitors on StAR promoter, primary screen, cell-based, luminescence, SF-1 (NR5A1), full-length DAX-1. inhibition, % at 6.8 µM. HEK293T StAR-luciferase reporter, SF-1/DAX-1 repression relief. AID 652010, 2013. 370,000 compounds, 1.1% hits;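 active = inhibition above the mean over all tested compounds plus 3 SD, cut at about 3.6% in these data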;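 also: 0% = DAX-1 cells with DMSO and 100% = cells lacking DAX-1 with DMSO; higher inhibition means more luminescence from relief of DAX-1 repression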
ssDAF12 agonist: S. stercoralis DAF-12 nuclear receptor activators, primary screen, cell-based, luminescence, HEK293, GRIP1 co-expression, lit1-tk-luc; Nuclear hormone receptor DAF-12 (Strongyloides stercoralis); HEK293 ssDAF-12/GRIP1 lit1-tk-luc reporter; % of 3 µM dafachronic acid response; activation, % at 6.8 µM; 370,000 compounds, 1% hits; AID 652126, 2013;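 active = activation above the mean over all tested compounds plus 3 SD, cut at about 0.9% in these data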;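 also: 0% = DMSO-only wells and 100% = 3 µM delta7-dafachronic acid wells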
hcDAF12 agonist: H. contortus DAF-12 nuclear receptor activators, primary screen, cell-based, luminescence, HEK293, lit1-tk-luc reporter | activation, % at 6.8 µM | AID 652067, 2013 | HEK293 hcDAF-12 lit1-tk-luc reporter; 0% DMSO, 100% Δ7-dafachronic acid | 370,000 compounds, 1.4% hits;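 active = activation above the mean of all tested compounds plus 3 SD, cut at about 5.5% in these data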;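 also: 100% = response to 3 µM Δ7-dafachronic acid high control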
GC-B act: human GC-B receptor activators, primary screen, HEK293 GC-B cells, cGMP TR-FRET, EC30 CNP; 0% at EC30 CNP, 100% saturating CNP; activation, % at 10 µM; 370,000 compounds, 0.11% hits;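 active = activation at 10 µM reaching about 35% in either raw or pattern-adjusted values, limit read from the data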
hgDAF12 agonist: H. glycines DAF-12 receptor agonists, primary screen, cell-based, luminescence, HEK293, GAL4 fusion, UAS-luciferase. Nuclear hormone receptor DAF-12 (Heterodera glycines), GAL4 fusion. HEK293 GAL4-hgDAF12 UAS-luciferase reporter, agonist luminescence; normalized to butyrate control. activation, % at 6.8 µM. 370,000 compounds, 1.8% hits. AID 687014, 2013;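 active = activation above a cutoff set at the mean of all screened compounds plus 3 SD, cut at about 10% in these data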;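 also: 0% = DMSO wells and 100% = sodium butyrate wells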
* hit, by the source's call; / = not tested or not shown.

Below each compound – SMARCA2 activ	GAA850 FXN act	NPR1 activator	HGIII-sPLA2 inh	DAX1 inh-1	KLK7 zymogen act	DAX1 inh-2	ssDAF12 agonist	hcDAF12 agonist	GC-B act	hgDAF12 agonist
- N#Cc1ccc(OCC(=O)Nc2ccc3[nH]c(=O)[nH]c3c2)cc1
→ -3	3.0	-2	13	2.0	0.2	0.8	-0.8	0.1	2	0.0
- O=C(COC(=O)C1COc2ccccc2O1)NC1CCS(=O)(=O)C1 (stereo unspecified)
→ 0	-0.2	2	4	1.0	-0.1	0.0	-0.6	0.9	2	0.0
- CCOc1ccc(NC(=O)C/C(C)=N/NC(=O)Cc2ccc(Cl)cc2)cc1
→ -3	0.0	-2	-7	0.2	0.1	0.7	-0.5	-3.2	5	1.9
- Cc1csc(NC(=O)c2cccn2C)n1
→ 3	2.9	4	3	2.3	0.1	3.4	-0.2	4.6	6	12*
- COc1ccc(Cn2c(C)nc([N+](=O)[O-])c2SCC(=O)O)cc1[N+](=O)[O-]
→ -2	3.0	4	2	/	-0.1	0.1	0.3	-0.3	5	3.0
- COc1ccc(NC(=S)NNC(=O)c2cccnc2)cc1OC
→ 1	-0.5	-1	4	-0.6	0.4	0.0	-0.9	-2.2	-2	-0.4
- NC(=O)c1ccc(N2CCN(S(=O)(=O)c3cccs3)CC2)c([N+](=O)[O-])c1
→ -4	0.4	1	3	-2.5	-0.9	-6.6	-2.2	-3.8	3	-7.1
- COc1cnn(-c2ccccc2)c(=O)c1N(C)C
→ -1	1.6	2	1	0.1	0.5	-0.6	-1.7	0.1	3	1.3
- O=C(CCc1ccccc1)NCCCN1CCOCC1
→ -3	0.6	3	-6	1.8	-0.9	-0.1	-1.0	-0.3	6	-0.1
- NS(=O)(=O)c1ccc(CNC(=O)c2ccc(Cl)cc2[N+](=O)[O-])cc1
→ -2	2.7	-2	2	0.3	0.5	-0.1	-0.9	0.0	1	-1.6
- COc1ccccc1C(=O)Nn1c(C)nc2ccccc2c1=O
→ -1	0.5	2	1	0.1	0.0	-0.4	-0.8	-2.2	-1	-0.9
- Cc1nc(-c2ccc(F)cc2)c(CC(=O)N2CCN(S(=O)(=O)c3cccc(F)c3)CC2)s1
→ 3	-1.4	-2	-3	-0.4	0.3	2.1	-0.8	-1.7	3	-0.4
- c1ccc(C2CN3CCSC3=N2)cc1 (stereo unspecified)
→ 0	1.8	6	-4	0.6	0.9	-0.1	-1.1	-2.0	3	-0.9
- Cc1c(Cl)c([N+](=O)[O-])nn1CC(=O)NCCCN1CCOCC1
→ -1	-0.5	0	15	-0.3	0.0	0.5	-1.5	-1.6	3	1.1
- COC(=O)c1c(C(=O)OC)c(C)n(Cc2cccnc2)c1C
→ -2	0.3	4	-2	-0.5	-0.6	0.1	-0.8	-1.7	-3	1.1
- COc1ccc(NC(=O)CN2CCN(S(=O)(=O)N(C)C)CC2)cc1
→ -2	-0.6	-1	3	0.2	0.0	0.1	-0.6	-0.1	1	0.7
- CN(C)S(=O)(=O)c1ccc(Cl)c(NC(=O)COC(=O)CN2C(=O)NC(C)(C)C2=O)c1
→ 0	2.5	-1	4	0.0	0.4	0.0	-0.6	-1.0	2	-3.0
- COc1ccc(NC(=O)Nc2sc(NS(=O)(=O)c3ccccc3)nc2C)cc1
→ -2	-1.8	-5	-4	-0.5	-0.9	0.6	-1.0	-1.3	0	-8.0
- c1ccc(CCn2nnc3ccccc32)cc1
→ 1	5.6	-3	4	6.3*	-0.9	2.4	-1.2	2.6	-4	8.3
- CCOC(=O)CN(C(=O)COc1nc(-c2ccccc2)cc(C)c1C#N)c1ccc(C)cc1
→ -2	1.7	-4	1	-1.0	-0.6	0.0	-1.1	-1.0	-5	0.7

2 entries picked at random from the list so far, as already listed:
Below each compound – SMARCA2 activ	GAA850 FXN act	NPR1 activator	HGIII-sPLA2 inh	DAX1 inh-1	KLK7 zymogen act	DAX1 inh-2	ssDAF12 agonist	hcDAF12 agonist	GC-B act	hgDAF12 agonist
- CCOc1ccc(NC(=O)C/C(C)=N/NC(=O)Cc2ccc(Cl)cc2)cc1
→ -3	0.0	-2	-7	0.2	0.1	0.7	-0.5	-3.2	5	1.9
- c1ccc(CCn2nnc3ccccc32)cc1
→ 1	5.6	-3	4	6.3*	-0.9	2.4	-1.2	2.6	-4	8.3

New compounds follow.
Below each compound – SMARCA2 activ	GAA850 FXN act	NPR1 activator	HGIII-sPLA2 inh	DAX1 inh-1	KLK7 zymogen act	DAX1 inh-2	ssDAF12 agonist	hcDAF12 agonist	GC-B act	hgDAF12 agonist
- O=C1CSC(=O)N1CC(O)COc1ccc(Cl)cc1 (stereo unspecified)
→ 0	3.3	4	-19	-0.2	0.5	-0.4	-1.2	-1.1	-2	0.4
- O=C(Nc1ccccc1)c1cccc(=O)o1
→ -5	0.9	1	-1	3.4	-0.1	-0.4	-1.6	-0.7	-1	0.9
- Cc1nc(C)c(-c2csc(N)n2)s1
→ -2	3.0	-1	-4	0.7	0.2	-0.4	-1.1	0.9	-4	1.9
- Cc1ccc(F)cc1NC(=O)COC(=O)COc1ccc(C#N)cc1
→ -3	0.7	-2	6	-1.1	-0.2	1.1	-0.7	1.6	-7	1.3
- O=c1[nH][nH]c2cc(=O)n(-c3cccc(C(F)(F)F)c3)nc12
→ 2	0.9	-4	0	-0.2	0.2	0.4	5.2*	-0.5	-8	-0.6
- Cn1c(Cc2cccs2)nnc1SCc1nc2ccccc2[nH]1
→ 0	2.2	-9	-3	1.0	-0.2	0.6	-0.4	1.0	-16	0.6
- COc1ccc(NC(=O)C(OC(=O)c2cnc(C)cn2)c2ccccc2)cc1Cl (stereo unspecified)
→ -1	1.0	-3	-2	2.2	0.1	-0.6	-0.9	0.5	-2	-0.2
- Cc1ccc(N(C(=O)c2csnn2)C(C(=O)NC(C)(C)C)c2cccnc2)cc1 (stereo unspecified)
→ 4	-2.0	-3	1	1.3	-0.3	-0.2	0.1	-1.2	1	2.6
- O=C(O)c1ccccc1C(=O)NCc1cccnc1
→ -1	-0.2	1	9	-0.3	0.3	-0.2	-1.1	0.6	7	-2.7
- O=C(NCc1ccc(F)cc1)c1cc(C2CCCCN2S(=O)(=O)c2cccs2)on1 (stereo unspecified)
→ 1	-0.2	4	-3	/	0.4	-1.1	-1.6	-1.0	8	-4.2
- CCC(Cc1ccccc1)NC(=O)C1=C(C)C(=O)OC12CCC(C)CC2 (stereo unspecified)
→ -2	2.9	2	4	1.3	0.5	0.5	-1.9	-0.6	7	-0.3
- COc1ccc(S(=O)(=O)N2CCC(C(=O)NCc3ccncc3)CC2)cc1Cl
→ 0	1.8	2	15	-0.3	0.5	0.0	-1.3	-1.6	-3	-0.6
- Cc1nn(Cc2ccc(C(=O)NN)cc2)c(C)c1Cl
→ 2	-0.5	2	-1	1.6	0.3	0.1	-0.7	0.3	-3	-1.6
- CCNc1nc(NCC)nc(OCCOC(=O)Nc2ccccc2)n1
→ -2	2.7	4	19*	-2.0	0.5	0.0	-1.5	-3.2	4	-6.1
- COc1ccc(C2c3ccc4ccccc4c3Oc3ncn(CCN(C)C)c(=N)c32)cc1 (stereo unspecified)
→ 1	-1.4	-15	-4	0.0	0.3	0.1	-1.1	-0.4	-4	0.3
- CCOc1ccc(OCC(=O)OC(C)C(=O)NC2CCCC2)cc1 (stereo unspecified)
→ -3	-0.9	-5	0	0.2	-0.7	1.9	-1.6	-0.1	-5	1.2
- CN(C(=O)Nc1cnc2ccccc2c1)c1ccccc1
→ 0	3.1	3	2	0.6	10	0.6	-1.7	0.8	-2	-1.0
- CCCc1nc2sc3c(c2c(=O)n1N)CCC3
→ 0	-0.4	-2	-2	-0.1	-0.5	-0.2	-1.4	-0.6	-5	1.0
- Cc1nn(Cc2ccccc2)c2c1C(c1ccncc1)C(C#N)=C(N)O2 (stereo unspecified)
→ 1	-0.6	0	3	-0.2	-0.3	-0.3	-1.4	-1.5	1	1.1
- Cc1nc(C(=O)O)cc2c1[nH]c1ccccc12
→ -2	-0.7	8	5	-0.3	59*	-0.2	-1.2	2.1	-8	-1.2
- COc1cc(C(c2sc3nc(C)nn3c2O)N2CC(C)CC(C)C2)cc(OC)c1OC (stereo unspecified)
→ -2	-0.9	3	-5	-0.6	-0.6	-0.8	-0.6	0.2	0	1.1
- COc1cc2nc(CN3CCOCC3)n(CC(=O)N3CCCCCC3)c(=O)c2cc1OC
→ 2	1.0	2	1	1.8	-0.3	0.2	-1.2	-0.4	5	-1.8
- CC1CCC(C(C)C)C(OC(=O)CSc2n[nH]c(=O)[nH]c2=O)C1 (stereo unspecified)
→ -4	-0.5	0	-8	-0.1	0.2	-0.7	-1.8	0.1	0	-2.0
- Cc1ccnc(NS(=O)(=O)c2cc(-c3cc(C)no3)ccc2C(C)C)c1
→ -3	5.2	10	-2	0.9	1.1	0.4	-0.4	2.7	-1	1.2
- Fc1ccccc1CNCc1ccc2c(c1)OCO2
→ 1	0.2	-1	3	0.9	0.3	0.2	-0.8	-1.6	0	0.7
- Cc1ccc(O)c(NC(=O)C2CCCN2C(=O)OCc2ccccc2)c1 (stereo unspecified)
→ 9.6*	-0.6	2	-16	0.3	0.0	0.2	-0.7	2.7	3	-2.1
- O=C(CSc1nc2ccccc2n1S(=O)(=O)c1ccccc1)N1CCCC1
→ -2	0.7	4	3	-0.2	0.3	0.0	-1.1	0.8	-4	-1.1
- CC1(C)C2CCC1(CS(=O)(=O)NCCc1c[nH]c3ccccc13)C(=O)C2 (stereo unspecified)
→ 0	-0.6	-4	-67	0.0	-0.3	0.4	0.6	3.6	5	1.8
- O=C(NNC(=O)c1ccc2ccccc2c1)c1cccc(F)c1
→ -2	0.2	-3	-20	0.6	0.5	0.9	-1.1	-1.6	6	-0.6
- NC(=O)CC(NC(=O)Cc1cccc2ccccc12)c1ccc(N2CCCCCCC2)c([N+](=O)[O-])c1 (stereo unspecified)
→ -1	0.4	-6	-5	0.8	0.2	-0.2	-1.1	-0.8	2	2.6
- Cc1cccc(Oc2nc(-c3cccc([N+](=O)[O-])c3)nc3ccccc23)c1C
→ 2	-1.1	-8	-3	2.5	0.2	-0.2	-0.9	0.1	-3	2.1
- CCCN1C/C(=C/c2ccc3c(c2)OCO3)C(=O)/C(=C/c2ccc3c(c2)OCO3)C1
→ 0	1.2	5	1	2.0	0.6	1.8	-1.3	1.1	6	2.7
- CCOC(=O)c1cc(-c2ccccc2)sc1N
→ 1	5.3	11	2	1.1	-0.2	1.5	-0.7	-0.1	2	6.0
